Screening data deposited in PubChem BioAssay by National Center for Advancing Translational Sciences (NCATS).
L3MBTL1 inh: inhibitors of human L3MBTL1; Q9Y468; AlphaScreen L3MBTL1–H3K9me1 peptide binding; Potency, µM (series often up to 57.1 µM), for inactives: top-dose activity, negative = inhibition, usual class: inhibitors; 230,000 compounds, 0.66% hits; AID 485360; active = well fitted inhibition curve with a large enough effect; inconclusive = small, poorly fitted or top-dose-only effect; inactive = no such curve, though single readings can be large or run the other way; note: nearly all actives have a fitted effect of over 60% in size
Target sequence (Q9Y468 whole entry, looked up): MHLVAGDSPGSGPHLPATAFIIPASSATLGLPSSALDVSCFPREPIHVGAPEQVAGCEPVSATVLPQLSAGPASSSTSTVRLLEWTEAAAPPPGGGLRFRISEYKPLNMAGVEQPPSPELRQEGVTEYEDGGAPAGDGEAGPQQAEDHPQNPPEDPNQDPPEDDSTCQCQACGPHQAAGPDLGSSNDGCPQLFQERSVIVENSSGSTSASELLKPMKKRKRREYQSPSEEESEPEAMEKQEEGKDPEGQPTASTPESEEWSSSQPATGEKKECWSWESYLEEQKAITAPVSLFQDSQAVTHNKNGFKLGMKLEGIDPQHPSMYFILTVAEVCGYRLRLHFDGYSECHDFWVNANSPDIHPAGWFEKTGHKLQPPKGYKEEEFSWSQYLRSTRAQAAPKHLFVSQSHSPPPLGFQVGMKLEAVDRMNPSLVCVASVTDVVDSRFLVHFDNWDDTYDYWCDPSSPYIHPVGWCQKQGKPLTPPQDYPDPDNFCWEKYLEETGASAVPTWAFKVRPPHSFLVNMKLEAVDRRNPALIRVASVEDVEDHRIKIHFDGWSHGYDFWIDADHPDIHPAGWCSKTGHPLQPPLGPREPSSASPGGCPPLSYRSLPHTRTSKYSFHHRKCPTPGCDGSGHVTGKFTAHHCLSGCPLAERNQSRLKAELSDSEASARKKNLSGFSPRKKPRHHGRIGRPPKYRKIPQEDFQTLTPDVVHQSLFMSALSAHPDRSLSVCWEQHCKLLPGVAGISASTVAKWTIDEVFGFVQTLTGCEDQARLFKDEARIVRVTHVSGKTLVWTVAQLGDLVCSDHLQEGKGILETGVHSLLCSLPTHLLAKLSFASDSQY
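First, the protein-peptide complex forms for 30 min at room temperature (L3MBTL1 50 nM, biotinylated H3K9me1 peptide 75 nM). Next, compounds are pin-transferred and incubated 30 min. Finally, AlphaScreen beads are added and read after 30 min.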
Starred values were filed as active, the others as inactive; u = inconclusive; [ ] = dose if it differs, or a comment. % is set by controls: 0 for no effect and ±100 for the full control effect; potency is the fitted concentration of half-maximal effect.

| L3MBTL1 inh | mol |
| --- | --- |
| 0% | NS(=O)(=O)c1cccc(NC(=O)CSc2nc3ccccc3c(=O)n2CC2CCCO2)c1 (stereo not drawn) |
| -3% | Cc1ccc(C(=O)OC(C)C(=O)N(C)C2CCCCC2)cc1S(=O)(=O)N1CCCCC1 (stereo not drawn) |
| 3% | O=c1oc([C@@H](O)c2ccccc2)cc2ccccc12 |
| -1% | O=C(CN1CCN(c2ccccc2O)CC1)Nc1ccnn1C1CCCC1 |
| 2% | Cc1ccc(OC(C)C(=O)Nc2ccncc2)cc1C (stereo not drawn) |
| -6% | O=C(Nc1nccs1)c1ccc[nH]c1=O |
| 1% | O=c1cc(-c2ccsc2)oc2ccc(-c3ccc4cc[nH]c4c3)cc12 |
| -9% | COc1ccc(CNC(=O)C[C@H]2C[C@H](C(=O)N(C(C)C)C(C)C)[C@@]3(C)c4[nH]c5ccc(Cl)cc5c4CCN3C2=O)cc1OC |
| -26% | CC(=O)Nc1ccc(S(=O)(=O)N(C)c2ccc(OCCOc3cccc(C)c3)cc2)cc1 |
| 3% | O=C(Nc1ccccn1)c1ccc2ccccc2c1O |
| -18% | C[C@@H]1CN([C@@H](C)CO)C(=O)c2cc(NS(C)(=O)=O)ccc2O[C@H]1CN(C)Cc1ccc(Oc2ccccc2)cc1 |
| 33%[activator] | CN(C)C(=O)CN1C(=O)c2cccc3cccc1c23 |
| -6% | O=C1CCN(Cc2ccccc2)C=C1c1ccc(Cl)cc1 |
| -7% | O=[N+]([O-])c1cccc(-c2cc3ccccc3[nH]2)c1 |
| -4% | O=C(NN=Cc1ccc(N2CCOCC2)s1)c1ccc([N+](=O)[O-])cc1 |
| 14% | CC(Sc1nnc(NC2CCCCC2)s1)C(=O)N1CCOCC1 (stereo not drawn) |
| -12% | COc1cc(/C=C2\SC(=S)N(NC(C)=O)C2=O)ccc1OC(=O)c1ccco1 |
| 6% | Cc1ccc(S(=O)(=O)N2CCN(Cc3ccccc3)CC2)s1 |
| 6% | O=C(COC(=O)c1ccc(OC(F)F)cc1)NCc1cccs1 |
| 1% | COc1ccccc1C(=O)NCCC(=O)N(C)Cc1cccnc1 |
| -1% | O=C(CC1CCCC1)N1CCN(S(=O)(=O)c2ccc(F)cc2)CC1 |
| 1% | O=C(COC(=O)c1ccc[nH]c1=O)NCCC1=CCCCC1 |
| 7% | CC(C)CN(C(=O)COC(=O)/C=C/c1ccc(Cl)c(Cl)c1)c1c(N)n(Cc2ccccc2)c(=O)[nH]c1=O |
| 29% | Cn1c(=O)c(C(=O)NCCc2ccccc2)c(O)c2ccccc21 |
| -11% | O=[N+]([O-])c1ccc(N2CCN(Cc3cccc([N+](=O)[O-])c3)CC2)cc1 |
| -2% | CCCCNC(=O)CSc1ccc(S(=O)(=O)N2CCOCC2)cn1 |
| 7% | CC(=O)/C=C\c1ccc(OC(=O)c2cccnc2)cc1 |
| -6% | CCOc1ccccc1N1CC(C(=O)Nc2ccccc2N2CCCC2)CC1=O (stereo not drawn) |
| 7% | COc1ccc(-c2nc3ccccc3nc2-c2ccc(OC)c(OC)c2)cc1OC |
| -2% | CC[C@H](C)[C@@H](C(=O)NCCCCCCCCCCC(=O)N1CCN(C(=O)OC(C)(C)C)CC1)n1cc(CCCCN=C(NC(=O)OC(C)(C)C)NC(=O)OC(C)(C)C)nn1 |
| 1% | CC(Oc1ccc(F)cc1)C(=O)Nc1cc(Cl)ccc1-n1cncn1 (stereo not drawn) |
| 5% | N#CCN(C(=O)COC(=O)CCCNC(=O)c1ccc(Cl)cc1)c1ccccc1 |
| 2%[2.29 µM] | COc1cc(/C=C2\SC(=S)N(CCC(=O)Nc3cccc(O)c3)C2=O)cc(OC)c1OC |
| 0% | O=C(COc1cccc(C(F)(F)F)c1)Nc1ccc(S(=O)(=O)N2CCCCC2)cc1 |
| 0% | CSc1ccc(S(=O)(=O)N2CCC(C(=O)NCCc3ccccc3)CC2)cc1 |
| -6% | CCOc1ccc(NC(=O)c2cccc3c2C(=O)N(CC2CCCO2)C3)cc1 (stereo not drawn) |
| 4% | COc1cc(C(=O)NC(C)C2CC3CCC2C3)ccc1OC(F)F (stereo not drawn) |
| 0% | COc1ccc([C@@H]2[C@@H]3C(=O)N(C(C)(C)C)C(=O)[C@@H]3[C@]3(Cc4ccccc4)C(=O)N(c4cccc(Br)c4)C(=O)N23)cc1 |
| u | COc1ccccc1Nc1ncccc1[N+](=O)[O-] |
| 10% | CCCCn1c(N)c(N(CCOC)C(=O)c2ccc(COc3ccccc3)o2)c(=O)[nH]c1=O |
| 0% | CC(C)(C)OC(=O)C[C@H]1C/C=C\C[C@H](CC(=O)NCCO)C(=O)NCCOC1=O |
| 0% | COc1ccc(C)cc1Nc1n[n+](-c2ccccc2)c(-c2ccc(SC)cc2)s1 |
| -2% | COc1ccc(C)cc1NC(=O)C(OC(=O)C1=NNC(=O)CC1)c1ccccc1 (stereo not drawn) |
| 11% | Cc1cc(C)c(S(=O)(=O)Nc2nnc(CC(C)C)s2)c(C)c1 |
| -2% | CC1(C)C(=O)Nc2ccccc2N1C(=O)COC(=O)c1cccs1 |
| -4% | Cc1ccsc1CN(C)CC(=O)NCC(=O)Nc1ccc(F)cc1 |
| 2%[2.29 µM] | Cc1csc(NC(=O)Cc2c(F)cccc2Cl)n1 |
| 1% | O=S(=O)(c1ccc(F)cc1)N1CCN(C(=S)NC2CC2)CC1 |
| 1% | CCc1cccc(C)c1N=Cc1c(O)c2ccccc2oc1=O |
| 5% | O=C(COC(=O)c1cccnc1Cl)c1ccc(Cl)s1 |

Remaining list, next part:
| L3MBTL1 inh | mol |
| --- | --- |
| -6%[2.29 µM] | COc1ccc(C(C)=O)cc1COc1cccc2cccnc12 |
| 7% | CCOC(=O)[C@H]1[C@H]2COc3ccc(Br)cc3[C@@H]2N2C(=O)[C@H](C)NC(=O)[C@@]12C |
| -5% | CN(Cc1nc2ccccc2c(=O)[nH]1)C(=O)c1ccccc1OCc1ccc(Cl)cc1 |
| 8% | COC(=O)c1cc(NC(=O)c2cccnc2)cc(C(=O)OC)c1 |
| 9% | Cc1cccc(C)c1OCCN1CCOCC1 |
| -9% | O=C(CCNC(=O)c1ccc(Cl)cc1)Nc1ccccc1N1CCCC1 |
| 3% | CN(CC(=O)Nc1cccc(S(=O)(=O)N2CCOCC2)c1)CC(=O)Nc1ccc(Cl)c(C(F)(F)F)c1 |
| 0% | Cc1cc(C(=O)N2CC(C)CC(C)C2)c(C)o1 (stereo not drawn) |
| 1% | COc1nc(Nc2cccc(F)c2)nc(OC)n1 |
| 1% | COC(=O)c1ccc(-c2cc(CC3(C(=O)OC)CCN(C(=O)OC(C)(C)C)CC3)on2)cc1 |
| -2% | COc1ccc(C)cc1S(=O)(=O)N1CCN(c2ccccc2)CC1 |
| 1% | COc1ccccc1NS(=O)(=O)c1cc(NC(=O)c2cc(F)c(F)c(F)c2F)ccc1N1CCOCC1 |
| -8% | CC(=O)Nc1ccc(SCC(=O)NNC(=O)CN(C)S(=O)(=O)c2ccc(C)cc2)cc1 |
| 0% | CCCCn1c(N)c(N(C(=O)CSc2nnnn2-c2ccccc2C)C2CCCC2)c(=O)[nH]c1=O |
| 4% | CC(NC(=O)c1cccs1)C1CCCO1 (stereo not drawn) |
| -1% | Cc1cccc(NC(=O)COC(=O)CN2CCCCCC2=O)c1C |
| 6% | O=C(O)c1ccc(CS(=O)(=O)c2ccc(Br)cc2)cc1 |
| -1% | O=C(COC(=O)c1cc([N+](=O)[O-])ccc1N1CCOCC1)Nc1c(Cl)cccc1Cl |
| -2% | CC(C)=N/N=C1/NC(=O)C(Cc2ccccc2)S1 (stereo not drawn) |
| -3% | Cc1noc(C)c1COC(=O)C1CCN(S(=O)(=O)c2c(Cl)cccc2Cl)CC1 |
| -1% | O=C(CC1(CC(=O)N2CCOCC2)CCCC1)Nc1ccccc1 |
| 1% | O=C(Nc1ccc(N2CCOCC2)cc1N1CCOCC1)c1ccc(F)cc1 |
| 3% | O=C(CN1CSCC1=O)N1CCN(S(=O)(=O)c2cc(C(F)(F)F)ccc2Cl)CC1 |
| -13% | CC[C@]12c3[nH]c4ccc(Cl)cc4c3CCN1C(=O)[C@@H](CC(=O)NCc1ccc(OC)c(OC)c1)C[C@@H]2C(=O)N1CCN(C(=O)C2CC2)CC1 |
| 1% | CCOCCCNc1nc(-c2ccccc2)nc2ccccc12 |
| 3% | CC(Sc1ncccn1)C(=O)NC1(C#N)CCCCC1 (stereo not drawn) |
| 1% | CCN(C[C@H]1N[C@@](C)(C(=O)OC)[C@H]2C(=O)N(Cc3ccccc3)C(=O)[C@@H]12)C(=O)Nc1ccc(OC)cc1 |
| -5% | CC1(C(=O)N2CCC(CC3CC(c4ccc(Cl)cc4)=NO3)(C(=O)NCC3CCCCC3)CC2)CC1 (stereo not drawn) |
| 6% | CCc1nc2ccccc2c(C(=O)OCC(=O)N(CCOC)c2c(N)n(Cc3ccccc3)c(=O)[nH]c2=O)c1C |
| -6% | COc1ccc([C@@H]2[C@@H]3C(=O)N(C(C)(C)C)C(=O)[C@@H]3[C@]3(CC(C)C)C(=O)N(c4cccc(Br)c4)C(=O)N23)cc1 |
| 5% | O=C(c1cccc(S(=O)(=O)N2CCOCC2)c1)N1CCN(C/C=C/c2ccccc2)CC1 |
| -15% | COc1ccc(NS(=O)(=O)c2cccc(C(=O)NN=Cc3cc(Br)c(O)c(Br)c3)c2)cc1 |
| 7% | O=C(Nc1ccc2[nH]ncc2c1)C1CCC1 |
| -7% | C[C@]12c3[nH]c4cc(-c5ccco5)ccc4c3CCN1C(=O)[C@@H](CC(=O)NCc1ccco1)C[C@@H]2C(=O)N1CCCCC1 |
| -5% | O=C(Nc1nc2c(Cl)cccc2s1)c1ccc([N+](=O)[O-])o1 |
| -8% | O=C(Nc1ccc2c(c1)CCCN2C(=O)c1ccco1)c1cc([N+](=O)[O-])ccc1Cl |
| 13% | CCN(CC(=O)NCc1ccc(Cl)cc1)C(=O)COc1cccc(C(F)(F)F)c1 |
| 5% | CC1CCCC(NC(=O)CCNC(=O)c2ccc(Br)cc2)C1C (stereo not drawn) |
| 2% | CC(C)(C)c1ccc(COC(=O)CN2C(=O)NC3(CCCC3)C2=O)cc1 |
| 1% | COc1ccc(-c2c(-c3cc(OC)cc(OC)c3)sc3ccc(OC)cc23)cc1 |

Molecules from the list above with a thiophene ring, fused or not (nine):
| L3MBTL1 inh | mol |
| --- | --- |
| 1% | O=c1cc(-c2ccsc2)oc2ccc(-c3ccc4cc[nH]c4c3)cc12 |
| -4% | O=C(NN=Cc1ccc(N2CCOCC2)s1)c1ccc([N+](=O)[O-])cc1 |
| 6% | Cc1ccc(S(=O)(=O)N2CCN(Cc3ccccc3)CC2)s1 |
| 6% | O=C(COC(=O)c1ccc(OC(F)F)cc1)NCc1cccs1 |
| -2% | CC1(C)C(=O)Nc2ccccc2N1C(=O)COC(=O)c1cccs1 |
| -4% | Cc1ccsc1CN(C)CC(=O)NCC(=O)Nc1ccc(F)cc1 |
| 5% | O=C(COC(=O)c1cccnc1Cl)c1ccc(Cl)s1 |
| 4% | CC(NC(=O)c1cccs1)C1CCCO1 (stereo not drawn) |
| 1% | COc1ccc(-c2c(-c3cc(OC)cc(OC)c3)sc3ccc(OC)cc23)cc1 |

(cont.)
| L3MBTL1 inh | mol |
| --- | --- |
| -4% | N#CC1=C(N)Oc2cc(N)ccc2C1c1cccc(Br)c1 (stereo not drawn) |
| u | COc1ccc(S(=O)(=O)NCCC(=O)NC2CCCCC2C)cc1[N+](=O)[O-] (stereo not drawn) |
| 3% | O=C(CCS(=O)(=O)c1ccccc1)N(CCCN1CCOCC1)c1nc2ccc(F)cc2s1 |
| 4% | CCN(CC)C(=O)Cn1c(C)c(/C=C/c2cc[n+](C)cc2)c2ccccc21 |
| -3% | O=C(COC(=O)c1ccccc1)NC1CCCCCC1 |
| -2% | O=C(c1cc(F)c(F)c(F)c1F)N1CCN(C(=O)C2CCCO2)CC1 (stereo not drawn) |
| -1% | Cc1ccc(CN2CC(C(=O)NCCC3=CCCCC3)CC2=O)cc1 (stereo not drawn) |
| 10% | O=S(=O)(Nc1cccc(-c2ccc3nncn3n2)c1)c1cc(F)ccc1F |
| 0% | Cc1nc(SCC(=O)NCC2COc3ccccc3O2)c2c(C)c(C)sc2n1 (stereo not drawn) |
| 2% | CCC(Oc1ccccc1)C(=O)Nc1ccc(C)c(S(=O)(=O)N2CCOCC2)c1 (stereo not drawn) |
| 3% | Cc1cccc(C)c1NC(=O)CNC(=O)C12CC3CC(CC(O)(C3)C1)C2 |
| -4% | O=C(Nc1ccccc1N1CCCC1)c1ccc(Cl)c(S(=O)(=O)N2CCOCC2)c1 |
| 5% | Cc1ccc(C(=O)NNC(=O)c2ccc(S(=O)(=O)N3CCCCC3)cc2)cc1 |
| 1% | Fc1ccccc1Nc1nc(N2CCOCC2)nc(N2CCOCC2)n1 |
| 0% | COc1ccccc1NS(=O)(=O)c1cccc(NC(=O)C2CC2)c1 |
| -1% | Cc1cc(Cn2nc(C(=O)NCc3cccs3)cc2-c2ccccc2)on1 |
| -5% | CC(C)N(C(=O)[C@H]1C[C@H](CC(=O)NC(C)(C)C)C(=O)N2CCc3c([nH]c4ccc(Cl)cc34)[C@]12C)C(C)C |
| 3% | C=CCn1c(SC(C)C(=O)Nc2ccc(Cl)cn2)nnc1C1CC1 (stereo not drawn) |
| 3% | Cc1ccc(C(=O)CCC(=O)OC(C)C(=O)NC2CCCCC2C)cc1 (stereo not drawn) |
| 0% | C[C@@H]1CN([C@H](C)CO)C(=O)c2cc(NC(=O)C3CCCCC3)ccc2O[C@@H]1CN(C)Cc1ccc(C(F)(F)F)cc1 |
| 1% | COc1ccc(C(=O)NC(C)CCc2ccccc2)cc1[N+](=O)[O-] (stereo not drawn) |

A portion of the library, so the mix of outcomes need not match the whole.
